High-throughput results: PubChem BioAssay, Emory University Molecular Libraries Screening Center
14-3-3 PPI: modulators of 14-3-3 gamma protein binding, primary screen, biochemical, fluorescence polarization; 14-3-3 protein gamma (Homo sapiens), P61981; FP, 14-3-3gamma / TMR-pS259-Raf peptide binding; inhibition, % at 40 µM; hit rate 0.19% among 160,000; AID 422, 2006; in the data active = inhibition above about 30%;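 note: 0% = protein plus tracer without compound and 100% = blank with tracer alone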
Target sequence (P61981 whole entry, looked up): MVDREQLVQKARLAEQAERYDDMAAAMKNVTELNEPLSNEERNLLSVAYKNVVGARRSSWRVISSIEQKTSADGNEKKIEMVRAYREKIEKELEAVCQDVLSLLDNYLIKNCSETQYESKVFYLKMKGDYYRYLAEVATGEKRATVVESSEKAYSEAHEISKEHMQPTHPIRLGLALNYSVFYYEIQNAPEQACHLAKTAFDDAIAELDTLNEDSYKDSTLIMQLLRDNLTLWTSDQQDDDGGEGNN
Numbers without * were called inactive; & = joins results of further samples. An excerpt (hit frequency here may not be typical).

A first look:
SMILES	14-3-3 PPI
Cc1cccc(N(C)S(=O)(=O)c2ccc3nc(-c4ccccc4)[nH]c3c2)c1	-7
CCOC(=O)N1CCC(N2C(=O)c3ccccc3C2Nc2ccc3c(c2)OCCO3)CC1 (stereo unspecified)	2
O=C(CN1C(=O)c2cccc3cccc1c23)N1CCN(Cc2ccc3c(c2)OCO3)CC1	-16
O=C(CSc1nnc(N2C(=O)c3ccccc3C2=O)s1)NCc1ccco1	-15
Fc1ccc(-n2cc(-c3ccccc3)c3c(N4CCN(Cc5ccccc5)CC4)ncnc32)cc1	-29
COC(=O)C1=CN(C2CC2)C=C(C(=O)OC)C1c1ccc(OC)cc1OC	2

The listing, from the first entry:
SMILES	14-3-3 PPI
Cc1cccc(N(C)S(=O)(=O)c2ccc3nc(-c4ccccc4)[nH]c3c2)c1	-7
CCOC(=O)N1CCC(N2C(=O)c3ccccc3C2Nc2ccc3c(c2)OCCO3)CC1 (stereo unspecified)	2
O=C(CN1C(=O)c2cccc3cccc1c23)N1CCN(Cc2ccc3c(c2)OCO3)CC1	-16
O=C(CSc1nnc(N2C(=O)c3ccccc3C2=O)s1)NCc1ccco1	-15
Fc1ccc(-n2cc(-c3ccccc3)c3c(N4CCN(Cc5ccccc5)CC4)ncnc32)cc1	-29
COC(=O)C1=CN(C2CC2)C=C(C(=O)OC)C1c1ccc(OC)cc1OC	2
COC(=O)c1ccccc1NC(=O)CN(C)S(=O)(=O)c1ccc(OC)cc1	8
COc1cccc(-c2nn(C)c3sc(C(=O)NCCCN4CCCCCC4)cc23)c1	-36
CCCCN(C(=O)NC(=O)Nc1cccc(C)c1C)S(C)(=O)=O	-4
O=C(CCC1Nc2c3ccccc3nc(=S)n2C1=O)N1CCN(c2ccc(F)cc2)CC1 (stereo unspecified)	-5
O=C(c1ccc(Sc2cccc(Cl)c2)c([N+](=O)[O-])c1)N1CCCCCC1	-5
CCCC(=O)Nc1cccc2c1CCCC2	-4
O=c1[nH]c2c(s1)C(c1ccccc1)C1C3CCC(C3)C1S2 (stereo unspecified)	-4&-12
CCCNC(=O)c1ccc2c(c1)ncn2-c1cccc(Cl)c1	-36
CCN(CCCNC(=O)C1CCC(=O)N1Cc1ccc(C)cc1)c1cccc(C)c1 (stereo unspecified)	6
Cc1c(NC(=O)CSc2nc3ccc(N=Cc4ccccc4O)cc3s2)c(=O)n(-c2ccccc2)n1C	-31
O=C(c1cccc(F)c1)N1CCc2ccccc2C1	-7
COc1cccc(NC(=O)CSc2nc3nc(C)cc(C)n3n2)c1	-2
CCC1CCCCN1S(=O)(=O)c1ccc(NC(=O)COc2ccc(OC)cc2)cc1 (stereo unspecified)	-64
O=C(OCCN1CCOCC1)c1ccc(O)cc1O	-4
COc1ccc(OCc2c(C#N)c3ccccc3n2C)cc1	10
O=[N+]([O-])c1ccc2nonc2c1Nc1ccc(Oc2ccccc2)cc1	-12
Cc1cc(Oc2ccc([N+](=O)[O-])cc2)nc(NCc2ccccc2)n1	-6
C=CCNC(=O)c1cnc2n(c1=O)CCS2	-4&1
Cc1ccc(C2c3c(-c4ccccc4O)n[nH]c3C(=O)N2Cc2ccncc2)cc1 (stereo unspecified)	-1
O=C(CSC1=NS(=O)(=O)c2ccccc21)Nc1ccccc1	-4
CCOC(=O)C1=C(N)N(c2cccc([N+](=O)[O-])c2)C2=C(C(=O)CC(C)(C)C2)C1c1cc(Br)cs1 (stereo unspecified)	-9
Cc1ccc(S(=O)(=O)N2CCC(C(=O)NCCO)CC2)cc1	-3
CCn1c(SCC(=O)NCc2ccco2)nc2cccnc21	0
CC1(C)CC(=O)C(C(C2=C(O)CC(C)(C)CC2=O)c2cccc(O)c2O)C(=O)C1 (stereo unspecified)	3
COC(=O)c1cc(-c2cccnc2)no1	-7
CN(C)c1nc(OCCOC(=O)c2ccccc2)nc(N(C)C)n1	-5
COc1ccccc1NC(=O)c1nn(-c2ccccc2OC)c(=O)c2ccccc12	2
CC(Nc1ncnc2nc[nH]c12)c1ccccc1 (stereo unspecified)	-5
Cc1sc(NC(=O)c2ccco2)c(C(c2cccnc2)N2CCN(c3ccccc3)CC2)c1C (stereo unspecified)	3
CCCC1C(c2ccccc2)C(C#N)(C#N)C2(C#N)CC1(O)NC2=O (stereo unspecified)	-3
CCc1ccc(Nc2cc(C(=O)NCc3ccccn3)c3ccccc3n2)cc1	5
CCCCSc1nc(N)cc(=O)[nH]1	3
CCCN(CCC)S(=O)(=O)c1ccc(C(=O)Nc2cccc3c2C(=O)c2ccccc2C3=O)cc1	-11
COc1ccc(Nc2nc3ccccc3c(=O)s2)cc1	-11
N#CCC(=O)NCc1ccccc1	-1
COCCCNC(=O)c1ccc2c(c1)N(Cc1ccccc1C)C(=O)c1ccccc1S2	-1
CCSc1nc(N)c2c3c(sc2n1)CCC3	-7
O=C(CSc1nc2c(cnn2-c2ccc(Cl)cc2)c(=O)[nH]1)N1CCc2ccccc21	0
COc1ccc2nc3oc(C(=O)N4CC(C)CC(C)C4)cc3cc2c1 (stereo unspecified)	-8
Cc1ccc(N2CC(O)=C(c3nc4ccccc4s3)C2=N)cc1	-17
CC(=O)C1C(=O)C=C(c2ccco2)CC1c1ccccc1 (stereo unspecified)	-21&-3
O=C(O)c1cccnc1SCC(=O)N1CCCCCC1	3&1
COc1cc([N+](=O)[O-])cc(C=Nc2ccc3oc(-c4ccc(C(C)(C)C)cc4)nc3c2)c1O	-23
COc1ccc(S(=O)(=O)N2CCN(CCC(=O)Nc3ccccc3F)CC2)cc1	0
Following part.
SMILES	14-3-3 PPI
COc1ccc(-c2nn(-c3ccccc3)cc2C(=O)O)cc1	-3
O=C(Nc1cccc(Cl)c1)N(Cc1nc2ccccc2c(=O)[nH]1)C1CCCC1	0
Oc1ccc(C2N(c3ccccc3)CCN2c2ccccc2)cc1Br	0
COc1ccc2cc3cc(C(=O)N(C)c4cc(C)ccc4C)oc3nc2c1	0
O=C(NCS(=O)(=O)c1ccccc1)c1ccccc1	-6
CCOCc1cn(CC(=O)c2ccc(OC)cc2)c(C)nc1=N	-3
O=C(Nc1nc(-c2cccs2)cs1)c1cccc2ccccc12	-85
O=C(c1cccc(F)c1)N1CCCC(C(=O)N2CCCC2)C1 (stereo unspecified)	-3
O=C1c2ccccc2C(=O)N1c1ccc(S(=O)(=O)Nc2cccc([N+](=O)[O-])c2)cc1	6
COc1ccc(C(=O)Nn2c(SCC(=O)NCc3ccco3)nc3ccccc3c2=O)cc1	4
COc1cccc(NC(=O)c2cc3cc4ccc(C)cc4nc3s2)c1	-8
Cc1ccc(C(=O)c2cccc(C(=O)c3ccc(C)cc3)c2)cc1	2
O=C(NCc1ccncc1)C(F)(F)C(F)(F)C(=O)NCc1ccncc1	4
O=C(OCCN1C(=O)c2cccc3c(N4CCCCC4)ccc(c23)C1=O)c1ccccc1[N+](=O)[O-]	-48
O=C(Nc1ccc2nn(-c3ccccc3)nc2c1)C(c1ccccc1)c1ccccc1	-15
COc1ccccc1N1CCN(CCCNC(=O)Nc2ccccc2C)CC1	-3
O=C(NC1CCCc2ccccc21)c1cccn2c(=O)c3ccccc3nc12 (stereo unspecified)	-68
O=[N+]([O-])c1ccc(OCC(O)CNCC2OCCc3ccccc32)cc1 (stereo unspecified)	-5
CC(=O)N1c2c(C)cccc2C(C)CC12CCCCCC2 (stereo unspecified)	1
O=C(Nc1ccc(Br)cc1)c1ccc2c(c1)C(=O)N(c1cccc([N+](=O)[O-])c1)C2=O	-6
CCc1nnc(NC(=O)C2CCCN(c3nc4ccccc4s3)C2)s1 (stereo unspecified)	-6
CCN(Cc1cc2cc(OC)ccc2[nH]c1=O)C(=O)c1ccncc1	-7
Cc1noc(C)c1C(=O)NCCCN1CCCC1=O	-5
O=C(Nc1nc(-c2cccs2)cs1)c1ccc(Cc2ccccc2)cc1	7
Cc1cc(NC(=O)CSc2ncn[nH]2)no1	8
COc1cc(NC(=O)CCC(=O)OCC(F)(F)F)nc(OC)n1	-4
N#CCSc1nc(-c2ccccc2)cs1	-1
Cc1nc2sc(C(=O)c3ccc(Cl)cc3)c(N)c2c(-c2cccs2)c1C(=O)Nc1ccccc1	-3
COc1ccc(OC)c2c(N3CCN(C)CC3)cc(C(F)(F)F)nc12	-10
COc1ccc(Br)cc1S(=O)(=O)n1ccnc1C(C)C	-7
CCOc1cc(C(=O)N2CCOCC2)cc(OCC)c1OCC	-2
CCOc1ccc(C2C(C(=O)NC)=C(C)Nc3nc4ccccc4n32)cc1OC (stereo unspecified)	-7
Cc1cccc(C(=O)Nc2scc(CC(C)C)c2C(=O)O)c1	-7
COc1ccc(-c2noc(CCC(=O)Nc3cccc(C(F)(F)F)c3)n2)cc1	-7
Fc1ccc(OCCn2c(COc3ccccc3)nc3ccccc32)cc1	-6
COc1cc2c(cc1OC)C(C(=O)N1CCCC1)C(c1cccnc1)N(C)C2=O (stereo unspecified)	5
CCCCOC(=O)Nc1nnc(-c2ccccc2OC)s1	3
O=C(c1cccnc1)N1CCN(Cc2ccco2)CC1	-4
COC(=O)c1ccc(C(=O)OC)c(NC(=O)c2cc3cc(Cl)ccc3oc2=O)c1	-6
COC(=O)c1cc(C(=O)NCc2ccc(OC)cc2)cc([N+](=O)[O-])c1	-2
c1ccc(Cc2nnc3sc(-c4ccco4)nn23)cc1	-13
NC(=O)c1c(NC(=O)CCCOc2ccc(Cl)cc2)sc2c1CCCC2	-18
Cc1ccc2nc(-c3ccc(N=Cc4ccc[nH]4)cc3)sc2c1	-48
CC(C(=O)N1CCOCC1)(c1ccccc1)c1ccccc1	-5
COc1ccc(NC(=O)C2CC(=O)N=C(N)S2)c(OC)c1 (stereo unspecified)	-2
CC(C)NC(=O)C1(O)c2cc(Br)ccc2NC(=O)N1c1ccccc1 (stereo unspecified)	1
CCCC1=NN(C(=O)c2ccccn2)C(O)(C(F)(F)F)C1 (stereo unspecified)	-8
COC(=O)C1=C(N)N(c2cccc(C)c2)C2=C(C(=O)CCC2)C1c1ccc2c(c1)OCO2 (stereo unspecified)	-5
CCn1c2ccccc2c2cc(NC(=O)C3c4ccccc4C(=O)N(CCOC)C3c3cn(C)c4ccccc34)ccc21 (stereo unspecified)	-11
COc1cccc(C2C(N3C(=O)c4ccccc4C3=O)C(=O)N2c2ccc(Cl)cc2C)c1 (stereo unspecified)	-8
Next part.
SMILES	14-3-3 PPI
Cc1ccc(S(=O)(=O)C2(C(=O)N3CCCC3)CC2)cc1	1
CCOC(=O)C(NC(=O)c1ccc(OC)cc1)(Nc1ccccc1C(F)(F)F)C(F)(F)F (stereo unspecified)	5
O=C1CCCC2=C1C(c1ccc(F)cc1)n1c(nc3ccccc31)N2 (stereo unspecified)	0
CC(=O)C(C(C)=O)c1cc(Nc2cccc(C)c2)c2c3c(onc13)-c1ccccc1C2=O	-241
NC(=O)c1c(NC(=O)c2cc(Cl)ccc2[N+](=O)[O-])sc2c1CCCC2	-4
COc1cc(NC(=O)c2cc(-c3ccc(Cl)cc3)on2)c(OC)cc1Cl	-32
COc1ccc(-c2ccc(S(=O)(=O)N3CCOCC3)cc2)cc1	-8
CC1(C)CC(=O)C2(CC3=C(CC(C)(C)CC3=O)O2)C(=O)C1	0
Nc1c(C(=O)NC2CCCCC2)c2nc3ccccc3nc2n1/N=C/c1ccco1	-23
O=C(c1ccco1)N1CCN(C(=O)c2cccn3c(=O)c4c5c(sc4nc23)CCCC5)CC1	-2&-16
CCN(C(=O)CCc1nc(-c2ccc(OC)cc2)no1)c1ccc(F)cc1	-20
CCOc1ccc(CN2CCC(N3CCN(c4ccccc4)CC3)CC2)cc1	10
Cc1cc(C)cc(-n2c(=O)c3sccc3n(CC(=O)Nc3ccccc3C)c2=O)c1	-8
O=C(CCc1nc2ccccc2c(=O)[nH]1)OCC(=O)N1CCN(S(=O)(=O)c2ccccc2)CC1	-3
CCNc1nc(NC(C)C)nc(SCCOc2ccc(Br)cc2)n1	-4
Cc1ccccc1C(=O)Nc1cccc(NC(=O)Cn2cnc3c(=O)n(C)c(=O)n(C)c32)c1	-6
CN(CC(=O)NC1CCCCC1)S(=O)(=O)c1ccc(Br)s1	-5&-1
COc1ccc(N=Cc2cc3c(cc2[N+](=O)[O-])OCO3)cc1OC	2
CC(C)(C)n1nc2c(c1NC(=O)c1ccc([N+](=O)[O-])cc1)CS(=O)(=O)C2	0
CCCCOc1ccccc1NC(=O)c1scc2c1CCCC2	-3

Of the compounds above, these contain a thiophene ring, fused or not:
SMILES	14-3-3 PPI
COc1cccc(-c2nn(C)c3sc(C(=O)NCCCN4CCCCCC4)cc23)c1	-36
CCOC(=O)C1=C(N)N(c2cccc([N+](=O)[O-])c2)C2=C(C(=O)CC(C)(C)C2)C1c1cc(Br)cs1 (stereo unspecified)	-9
Cc1sc(NC(=O)c2ccco2)c(C(c2cccnc2)N2CCN(c3ccccc3)CC2)c1C (stereo unspecified)	3
CCSc1nc(N)c2c3c(sc2n1)CCC3	-7
O=C(Nc1nc(-c2cccs2)cs1)c1cccc2ccccc12	-85
COc1cccc(NC(=O)c2cc3cc4ccc(C)cc4nc3s2)c1	-8
O=C(Nc1nc(-c2cccs2)cs1)c1ccc(Cc2ccccc2)cc1	7
Cc1nc2sc(C(=O)c3ccc(Cl)cc3)c(N)c2c(-c2cccs2)c1C(=O)Nc1ccccc1	-3
Cc1cccc(C(=O)Nc2scc(CC(C)C)c2C(=O)O)c1	-7
NC(=O)c1c(NC(=O)CCCOc2ccc(Cl)cc2)sc2c1CCCC2	-18
NC(=O)c1c(NC(=O)c2cc(Cl)ccc2[N+](=O)[O-])sc2c1CCCC2	-4
O=C(c1ccco1)N1CCN(C(=O)c2cccn3c(=O)c4c5c(sc4nc23)CCCC5)CC1	-2&-16
Cc1cc(C)cc(-n2c(=O)c3sccc3n(CC(=O)Nc3ccccc3C)c2=O)c1	-8
CN(CC(=O)NC1CCCCC1)S(=O)(=O)c1ccc(Br)s1	-5&-1
CCCCOc1ccccc1NC(=O)c1scc2c1CCCC2	-3

Carrying on.
SMILES	14-3-3 PPI
Cc1c(C(=O)O)oc2ccc(S(=O)(=O)N3CCN(c4ccc(F)cc4)CC3)cc12	-1
Cc1ccnc(NC(=O)CCC(=O)N(CC(=O)NC2CCCCC2)CC2CCCO2)c1 (stereo unspecified)	-8
Cc1cc2ncn(S(=O)(=O)c3ccccc3)c2cc1C	-4
COc1cccc(OCC(O)CO)c1 (stereo unspecified)	-5
CSc1nc(-c2ccccc2)cn1-c1ccc(F)cc1	-3
Cc1[nH]nc(SCC(=O)NCCc2ccccc2)c1[N+](=O)[O-]	-4
